MCF10A rerep: A quantitative high throughput screen for small molecules that induce DNA re-replication in MCF 10a normal breast cells; MCF 10A DNA re-replication, Hoechst nuclear intensity, 48 h; Potency, µM (top dose mostly 46.1 µM), inactives show at the highest dose activity, positive = re-replication, hits mostly activators; actives 2.9% (n = 350,000); AID 624296, 2012; further: potency means the concentration at half of the fitted maximal effect; % of control where 0% means no effect; nearly all actives have a fitted effect of over 50% in size
KB-3-1 cytotox: qHTS assay for MDR1-selective chemotherapeutics: Primary screen using the parental adenocarcinoma cell KB-3-1; actives 1.4% (n = 400,000); KB-3-1 viability, CellTiter-Glo ATP luminescence, 72 h; Potency, µM (titrated, usually from 46.1 µM), for inactives: top-dose activity change, negative = cytotoxic, usual class: cytotoxic; AID 1347075, 2019; further: potency means the concentration at half of the fitted maximal effect; on the % scale 0 is the no-effect control and ±100 the full control effect; nearly all actives have a fitted effect of over 60% in size
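Here the drug-naive KB-3-1 line serves as comparator for MDR sub-line selectivity; cells received compound titrations, 72 h at 37 °C, then CellTiter-Glo readout.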
ATXN2 expr inh: Primary qHTS for Inhibitors of ATXN expression. actives 0.72% (n = 360,000). HEK-293 ATXN2-luciferase reporter, luminescence, 24 h. Potency, µM (titrated, usually from 57 µM), without a hit: top-dose activity change, negative = inhibition, most hits filed as inhibitors. AID 1745845, 2022; further: potency means the concentration at half of the fitted maximal effect; on the % scale 0 is the no-effect control and ±100 the full control effect; nearly all actives have a fitted effect of over 55% in size
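ATXN2-luciferase reporter cells (luciferase flanked by upstream and downstream ATXN2 gene portions) were treated 24 h at 37 °C with compounds at up to 57 uM. SteadyGlo luminescence gave expression; GF-AFC fluorescence gave viability.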
IL-1B inflam inh: qHTS for Inhibitors of Inflammasome Signaling: IL-1-beta AlphaLISA Primary Screen; THP-1 LPS/ATP IL-1B secretion, AlphaLISA, 16 h; stronger effect = lower value; activity change, % at 57.5 µM; actives 4.7% (n = 360,000); AID 743279, 2014; in the data active means activity change below about -50%; inconclusive means mostly about -30% to -49%; further: on the % scale 0 is the no-effect control and ±100 the full control effect
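THP-1 cells pretreated 1 hr with compounds (up to 57.5 uM final), then stimulated with LPS (250 ng/mL final) plus ATP (1.25 mM final); secreted IL-1B measured by AlphaLISA after 16 hr, decreased signal indicating inhibition.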
KB-V1 MDR tox: qHTS assay for MDR1-selective chemotherapeutics: Primary screen using the drug-selected MDR subline cells KB-V1 | KB-V1 MDR cells viability, CellTiter-Glo, 72 h | Potency, µM (highest dose often 46.1 µM), for inactives: at the top dose activity change, negative = cytotoxicity, usual class: cytotoxic | actives 3.4% (n = 400,000) | AID 1347076, 2019; further: potency means the concentration at half of the fitted maximal effect; on the % scale 0 is the no-effect control and ±100 the full control effect; nearly all actives have a fitted effect of over 60% in size
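KB-V1 cells (P-gp-expressing MDR subline of KB-3-1) in phenol-red-free DMEM with 10% FBS were exposed to library compounds over a concentration series for 72 h at 37 degrees C. Viability read by CellTiter-Glo luminescence; concentration-effect curves fitted after normalization.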
WRN inhibitor: qHTS for Inhibitors of WRN Helicase. Bifunctional 3'-5' exonuclease/ATP-dependent helicase WRN (Homo sapiens), Q14191. AID 651768, 2012. actives 0.46% (n = 360,000). Potency, µM (top dose mostly 114 µM), inactives show at the top dose activity change, negative = inhibition, actives largely listed as inhibitors. WRN helicase unwinding, fluorescent forked duplex, kinetic; further: potency means the concentration at half of the fitted maximal effect; on the % scale 0 is the no-effect control and ±100 the full control effect; nearly all actives have a fitted effect of over 55% in size
Target sequence (Q14191 whole entry, looked up): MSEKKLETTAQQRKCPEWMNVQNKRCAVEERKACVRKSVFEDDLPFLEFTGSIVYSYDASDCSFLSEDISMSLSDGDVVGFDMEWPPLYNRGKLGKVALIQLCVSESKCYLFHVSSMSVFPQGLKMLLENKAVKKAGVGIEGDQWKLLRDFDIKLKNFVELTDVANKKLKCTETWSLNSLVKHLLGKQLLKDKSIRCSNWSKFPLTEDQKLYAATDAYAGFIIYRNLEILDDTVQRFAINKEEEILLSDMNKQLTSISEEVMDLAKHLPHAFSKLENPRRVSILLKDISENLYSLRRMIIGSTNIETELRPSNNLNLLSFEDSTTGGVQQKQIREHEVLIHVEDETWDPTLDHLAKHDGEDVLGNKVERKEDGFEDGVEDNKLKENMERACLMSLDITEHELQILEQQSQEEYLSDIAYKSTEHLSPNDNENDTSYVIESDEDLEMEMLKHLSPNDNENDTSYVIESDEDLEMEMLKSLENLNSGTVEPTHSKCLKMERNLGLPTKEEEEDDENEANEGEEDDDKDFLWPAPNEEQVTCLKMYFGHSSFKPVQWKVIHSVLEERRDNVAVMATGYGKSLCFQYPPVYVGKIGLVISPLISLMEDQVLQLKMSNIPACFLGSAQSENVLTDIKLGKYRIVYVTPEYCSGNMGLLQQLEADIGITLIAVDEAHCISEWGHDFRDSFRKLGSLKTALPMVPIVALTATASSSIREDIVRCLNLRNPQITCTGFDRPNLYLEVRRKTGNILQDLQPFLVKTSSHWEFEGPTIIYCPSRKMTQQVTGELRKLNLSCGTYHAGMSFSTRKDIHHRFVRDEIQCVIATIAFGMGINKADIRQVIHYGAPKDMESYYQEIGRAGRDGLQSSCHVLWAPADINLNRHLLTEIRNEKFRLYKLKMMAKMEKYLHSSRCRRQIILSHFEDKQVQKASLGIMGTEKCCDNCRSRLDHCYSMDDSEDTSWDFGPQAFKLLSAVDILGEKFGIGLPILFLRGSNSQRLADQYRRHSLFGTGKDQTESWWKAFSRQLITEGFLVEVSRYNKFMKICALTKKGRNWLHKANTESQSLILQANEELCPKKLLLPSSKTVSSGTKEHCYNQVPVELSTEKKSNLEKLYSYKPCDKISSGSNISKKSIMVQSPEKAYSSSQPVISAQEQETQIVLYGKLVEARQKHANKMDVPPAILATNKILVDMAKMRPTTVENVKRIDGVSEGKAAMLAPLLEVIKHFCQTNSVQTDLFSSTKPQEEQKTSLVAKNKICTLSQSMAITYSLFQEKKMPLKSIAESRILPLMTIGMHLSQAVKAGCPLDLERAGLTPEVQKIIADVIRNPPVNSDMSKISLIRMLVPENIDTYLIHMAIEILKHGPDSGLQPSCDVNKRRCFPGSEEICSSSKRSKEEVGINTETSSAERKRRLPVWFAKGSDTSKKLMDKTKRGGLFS
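Kinetic fluorescence helicase assay: unwinding of a quenched forked DNA duplex (100 nM final) with 2 mM ATP final raises red fluorescence (525/598 nm). Compounds sat 15 min at room temperature with 20 nM WRN beforehand.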
SW480 rerep: A quantitative high throughput screen for small molecules that induce DNA re-replication in SW480 colon adenocarcinoma cells; SW480 DNA re-replication, Hoechst DNA content imaging, 48 h; Potency, µM (series often up to 46.1 µM), inactives show top-dose re-replication activation, most hits filed as activators; actives 1.8% (n = 340,000); further: potency means the concentration at half of the fitted maximal effect; % of control where 0% means no effect; nearly all actives have a fitted effect of over 55% in size
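DNA re-replication was detected as more nuclei of elevated Hoechst intensity after 48 hr exposure to compound (23 nL pinned per well of 250 cells).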
HT1080 IDH1KD tx: qHTS for induction of synthetic lethality in tumor cells producing 2HG: qHTS for the HT-1080-IDH1KD cell line | actives 2% (n = 360,000) | HT-1080 IDH1 knockdown viability, ATP luminescence, 48 h | Potency, µM (highest dose often 46.1 µM), without a hit: top-dose activity, negative = toxicity, most hits filed as cytotoxic;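 further: potency means the concentration at half of the fitted maximal effect; 0% = DMSO wells and -100% = cell-free medium wells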
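Viability of IDH1-knockdown HT-1080 fibrosarcoma cells was assessed by CellTiter-Glo after 48 h at 37 °C with titrated compound; concentration-effect curves were classified by fit quality and response size.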
HT1080NT lethal: qHTS for induction of synthetic lethality in tumor cells producing 2HG: qHTS for the HT-1080-NT fibrosarcoma cell line | AID 686970, 2013 | Potency, µM (titrated, usually from 46.1 µM), for inactives: at the top dose activity, negative = less viability, most hits filed as cytotoxic | HT-1080-NT fibrosarcoma viability, CellTiter-Glo ATP luminescence, 48 h | actives 1.6% (n = 360,000);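 further: NT is the 2HG producing partner of a matched IDH1 knockdown line; potency means the concentration at half of the fitted maximal effect; 0% = DMSO-treated cells and -100% = media-only wells without cells; nearly all actives have a fitted effect of over 55% in size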
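Fibrosarcoma NT cells, 750 per well in 5% FBS RPMI, were exposed to compound for 48 hours. Viability: CellTiter-Glo luminescence.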
An asterisk follows results filed as active; ? = inconclusive; . = not tested or not shown; & = joins results of further samples; [ ] = another dose, or the depositor's remark. Unless noted, the call rests on the fitted dose curve; in most records, active means well fitted curve in the direction sought with a large enough effect; inconclusive means small, poorly fitted or top-dose-only effect, or another doubt; inactive means no such curve, though single readings can be large; an effect the other way counts as inactive or inconclusive.

SMILES	MCF10A rerep	KB-3-1 cytotox	ATXN2 expr inh	IL-1B inflam inh	KB-V1 MDR tox	WRN inhibitor	SW480 rerep	HT1080 IDH1KD tx	HT1080NT lethal
CCn1ncc(C2=NOC(C(=O)NCc3ccc(Cl)cc3)C2)c1C (centres undefined)	?	2.3µM*	-20%	55	4.6µM*	-3%	3.7µM*	6.3µM*	4.5µM*
COc1ccc(OC)c(S(=O)(=O)Nc2cc3c4c(c2)CC(=O)N4CCC3)c1	18%	-10%	-1%	43	0%	2%	-355%[inhibitor]	-13%	-23%
CN(C)C(CNC(=O)CCC(=O)c1ccc(Br)cc1)c1ccccc1 (centres undefined)	21%	-8%	-16%	-12	?	12%	2%	-2%	-5%
O=C(CCC(=O)N1CCN(Cc2ccc(F)cc2)CC1)Nc1nnc(C(F)(F)F)s1	5%	-5%	-17%	49	-9%	-10%[57.1 µM]	15%	-5%	-5%
COc1ccc(C(C)C)cc1S(=O)(=O)n1ccnc1C	14%	6%	0%	0	?	-2%	-4%	-2%	12%
CCOc1cc(/C=N/n2cnnc2)c(Br)cc1O	-2%	22%	-12%	44	15%	-13%	-7%	-6%	7%
CN1C(=O)/C(=C/c2ccco2)SC1=Nc1ccc(N2CCOCC2)cc1	-3%	-26%	18%	2	-2%	?	-12%	19%	8%
CSCCC(NC(N)=O)C(=O)NCc1cccc(Cl)c1 (centres undefined)	21%	-1%	0%	13	18%	2%	-8%	9%	9%
COc1ccc(NC(=O)c2cccc3c2C(=O)c2ccc(-c4cnc(OC)nc4)cc2S3(=O)=O)cc1	13%	0%	-16%	11	23%	-2%	-8%	0%	-1%
C[C@@H]1CN([C@@H](C)CO)C(=O)c2cc(N(C)C)ccc2O[C@@H](C)CCCCO[C@@H]1CN(C)S(=O)(=O)c1cccs1	.	0%	-10%	26	?	5%	.	-12%	-7%
COc1ccc(/C=N/N(C)C2=NCCN2)c(OC)c1OC	9%	1%	.	16	11%	1%	-6%	8%	9%
Cc1cc(C)c(S(=O)(=O)c2ccccc2)c(OC(=O)c2c(Cl)cc(Cl)cc2Cl)n1	?	3%	-25%	-7	?	-10%	6%	?	?
O=C1CCCC2=C1C(c1cccs1)n1nc(SCc3ccccc3)nc1N2 (centres undefined)	?	-16%	-1%	-15	?	-3%	9%	?	?
CS(=O)(=O)C1=NSC2=NC(=O)/C(=C\c3cccn3-c3ccccc3Cl)C(=N)N21	7%	?	.	0	3%	-10%[11.6 µM]	-10%	-2%	-3%
COc1ccccc1CC(=O)NC12CC3CC(CC(C3)C1)C2	12%	-1%	-6%	-18	-19%	-2%	8%	1%	-2%
Cc1ccc(C(CC(=O)NCc2ccco2)c2ccccc2)c(O)c1 (centres undefined)	-9%	12%	8%	2	-12%	-18%	-4%	-8%	-15%
O=C(COc1ccc(Cl)cc1)Nc1ccc(CN2CCOCC2)cc1	16%	-6%	.	-5	5%	1%	-7%	0%	-1%
COc1ccc(OCCOCCN2CCN(C)CC2)cc1	5%	-1%	.	6	-6%	12%	-1%	2%	1%
CCSc1ncc(Cl)c(C(=O)Nc2ccccc2Cl)n1	0%	-2%	.	9	-10%	1%	21%	-1%	14%
Cn1c(SCC(=O)NCc2ccco2)nnc1-c1ccccc1	5%	16%&10%	0%	-10	-27%&30%	6%	-3%	2%[9.24 µM]	8%
CC(OC(=O)c1ccccc1N1C(=O)C2C3CCC(C3)C2C1=O)C(=O)c1ccccc1 (centres undefined)	3%	-27%	-1%	-3	-2%	-9%[57.1 µM]	7%	17%	2%
O=C(C1CCC(CNc2nc(=S)[nH]c3ccccc23)CC1)N1CCN(c2ccc(F)cc2)CC1 (centres undefined)	?	?	?	-72*	-25%	8%	?	?	?
CC1CCCCN1Cc1nc2ccccc2c(=O)[nH]1 (centres undefined)	4%	-19%	28%	13	0%	-12%	10%	-3%	-5%
Cc1cc(=O)[nH]c(SCc2ccc(Cl)cc2Cl)n1	-3%	-17%	.	23	-14%	5%	12%	-6%	-8%
O=C(Cn1ccc([N+](=O)[O-])n1)N1CCCCC1	-7%	1%	.	23	17%	-8%	5%	16%	4%
O=C(COC(=O)c1cncc(Br)c1)NCC1CCCO1 (centres undefined)	-2%	0%	5%	12	28%	4%	-3%	13%	14%
CSc1ncccc1C(=O)N1CCCC(CCC(=O)NCc2ccccc2F)C1 (centres undefined)	-5%	11%	-6%	13	-19%	1%	2%	0%	3%
CCCCCn1c(NCc2ccco2)nc2ccccc21	12%	2%	-13%	-25	0%	0%	-1%	2%	-18%
C[C@H](CO)N1C[C@H](C)[C@@H](CN(C)Cc2ccncc2)Oc2ccc(NC(=O)Cn3cnnn3)cc2C1=O	-6%	-11%	-8%	0	3%	-8%	-2%	-4%	-7%
CCOc1ccc(NC(=O)COc2ccc(C(=O)NC3CCCc4ccccc43)cc2OC)cc1 (centres undefined)	1%	?	?	31	-28%	22%	?	-9%	-3%

At a glance, some entries already given:
SMILES	MCF10A rerep	KB-3-1 cytotox	ATXN2 expr inh	IL-1B inflam inh	KB-V1 MDR tox	WRN inhibitor	SW480 rerep	HT1080 IDH1KD tx	HT1080NT lethal
O=C(COc1ccc(Cl)cc1)Nc1ccc(CN2CCOCC2)cc1	16%	-6%	.	-5	5%	1%	-7%	0%	-1%
COc1ccc(OCCOCCN2CCN(C)CC2)cc1	5%	-1%	.	6	-6%	12%	-1%	2%	1%
CCSc1ncc(Cl)c(C(=O)Nc2ccccc2Cl)n1	0%	-2%	.	9	-10%	1%	21%	-1%	14%
Cn1c(SCC(=O)NCc2ccco2)nnc1-c1ccccc1	5%	16%&10%	0%	-10	-27%&30%	6%	-3%	2%[9.24 µM]	8%
CC(OC(=O)c1ccccc1N1C(=O)C2C3CCC(C3)C2C1=O)C(=O)c1ccccc1 (centres undefined)	3%	-27%	-1%	-3	-2%	-9%[57.1 µM]	7%	17%	2%
O=C(C1CCC(CNc2nc(=S)[nH]c3ccccc23)CC1)N1CCN(c2ccc(F)cc2)CC1 (centres undefined)	?	?	?	-72*	-25%	8%	?	?	?
CC1CCCCN1Cc1nc2ccccc2c(=O)[nH]1 (centres undefined)	4%	-19%	28%	13	0%	-12%	10%	-3%	-5%
Cc1cc(=O)[nH]c(SCc2ccc(Cl)cc2Cl)n1	-3%	-17%	.	23	-14%	5%	12%	-6%	-8%
O=C(Cn1ccc([N+](=O)[O-])n1)N1CCCCC1	-7%	1%	.	23	17%	-8%	5%	16%	4%
O=C(COC(=O)c1cncc(Br)c1)NCC1CCCO1 (centres undefined)	-2%	0%	5%	12	28%	4%	-3%	13%	14%
CSc1ncccc1C(=O)N1CCCC(CCC(=O)NCc2ccccc2F)C1 (centres undefined)	-5%	11%	-6%	13	-19%	1%	2%	0%	3%

Going on with the list:
SMILES	MCF10A rerep	KB-3-1 cytotox	ATXN2 expr inh	IL-1B inflam inh	KB-V1 MDR tox	WRN inhibitor	SW480 rerep	HT1080 IDH1KD tx	HT1080NT lethal
O=C(CC(CC(=O)c1ccccc1)c1ccccn1)c1ccccc1	13%	-5%	13%	3	-19%	-10%	17%	-13%	1%
COc1ccc(CNC(=O)CCS(=O)(=O)c2ccc(Br)cc2)cc1	0%	-13%	4%	2	21%	-5%[11.6 µM]	12%	16%	16%
Cc1ccc(SCC(=O)Nc2nncs2)cc1	-6%	4%	.	0	9%	-4%	-5%	2%	0%
CCOc1ccc(CN2CCN(Cc3c(C)nn(CC)c3C)CC2CCO)cc1 (centres undefined)	0%	9%	-11%	17	-18%	-9%	-12%	10%	14%
CC/C(C)=N/Oc1nc(C)cc(C)n1	-4%	-6%	-22%	0	?	12%	-2%	-2%	5%
O=C1C(c2ccc(F)cc2)N(CC2COc3ccccc3O2)C(=O)CN1C1CCCCC1 (centres undefined)	-10%	9%	-3%	-18	-7%	9%	15%	6%	1%
Cc1ccc2c(Cl)c(C(=O)N/N=C/c3cccn3C)sc2c1	21µM*	-11%	26%	2	10%	-4%	2%	?	?
O=C(CCNS(=O)(=O)c1cccc2nsnc12)NCc1cccs1	6%	4%	64%[activator]	12	3%	-11%	2%	17%	15%
COc1cc(C(F)(F)F)c(C(=O)NCc2cccc(Cl)c2)cn1	16%	-2%	-3%	.	-10%	7%	-11%	-5%	11%
CC(C)(C)c1ccc(C(=O)N2CCC2(C)C(=O)NS(=O)(=O)c2ccccc2Cl)cc1 (centres undefined)	.	-2%	4%	50	1%	-3%[57.1 µM]	.	4%	-5%
CCOc1ccc(NC(=O)Nc2cccnc2)cc1	?	?	48%[activator]	14	?	-6%	?	-25%	-18%
COc1ccc(CCNC(=O)Cn2c([N+](=O)[O-])cnc2C)cc1OC	8%	14%	0%	28	2%	-1%	-5%	25%	24%

Source: PubChem BioAssay (National Center for Advancing Translational Sciences (NCATS))
